Screening results as filed in PubChem.
SENP7 inh: SENP7 protease inhibition. recombinant SENP7, Z-RLRGG-aminoluciferin luminescence, 40 min. Q9BQF6. inhibition, % at 5 µM. 330,000 tested, 1.5% active;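 active means inhibition above about 50% at the single test dose, limit read from the data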;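 further: plate controls were DMSO with enzyme for no effect and no enzyme buffer wells for full effect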
Target sequence (Q9BQF6 706-1050 limits assumed): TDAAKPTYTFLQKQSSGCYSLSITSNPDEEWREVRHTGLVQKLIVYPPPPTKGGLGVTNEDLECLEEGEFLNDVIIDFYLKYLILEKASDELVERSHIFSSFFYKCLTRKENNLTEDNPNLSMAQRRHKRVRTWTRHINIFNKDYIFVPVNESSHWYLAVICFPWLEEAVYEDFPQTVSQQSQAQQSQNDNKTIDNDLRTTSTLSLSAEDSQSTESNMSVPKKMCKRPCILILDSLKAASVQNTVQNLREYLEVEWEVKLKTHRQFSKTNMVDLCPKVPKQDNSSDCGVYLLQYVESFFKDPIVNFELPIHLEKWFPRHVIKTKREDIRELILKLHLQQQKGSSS
SENP6 inh: inhibitors of human SENP6 protease | inhibition, % at 10 µM | Recombinant SENP6 catalytic domain, aminoluciferin luminescence | Q9GZR1 | 330,000 tested, 1.8% active;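 active means inhibition above about 50% at the single tested dose, limit read from the data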;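 further: plate controls were DMSO wells with enzyme for no effect and DMSO wells lacking enzyme for full effect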
Apaf-1 inh: human Apaf-1 inhibition; O14727; reconstituted apoptosome caspase-3 activity, DEVD-Rh110 fluorescence; inhibition, % at 20 µM; 330,000 tested, 0.71% active; AID 489030; active means inhibition of at least 40% at 20 µM;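 further: plate controls were DMSO wells for no effect and DEVD-CHO caspase inhibitor wells for full effect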
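Assay system: Apoptosome proteins | Medium: pH 7.5 Hepes buffer with CHAPS, BSA, DTT | Also added: Cytochrome c and DEVD-Rh110 substrate | Times: 30 min plus 50 min, RT | Detection: Rhodamine 110 fluorescence at Ex 480/Em 540 nm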
SENP8 block-1: SENP8 (human) protease inhibition; Q96LD8; recombinant SENP8, Nedd8 substrate fluorescence; inhibition, % at 20 µM; 360,000 tested, 0.64% active; AID 602440; in the data active means inhibition mostly above about 40%, no sharp cut-off; inactive means mostly below about 27%
Target sequence (Q96LD8 whole entry, looked up): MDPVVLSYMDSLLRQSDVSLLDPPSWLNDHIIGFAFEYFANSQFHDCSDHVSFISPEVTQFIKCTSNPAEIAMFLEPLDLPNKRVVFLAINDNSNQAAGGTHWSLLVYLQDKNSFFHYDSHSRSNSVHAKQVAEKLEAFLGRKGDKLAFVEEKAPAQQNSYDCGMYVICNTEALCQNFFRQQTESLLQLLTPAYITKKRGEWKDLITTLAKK
HKDC1 inhibitor: HKDC1 (human) hexokinase inhibition; recombinant HKDC1, G6PDH/diaphorase resazurin coupled fluorescence; Q2TB90; 340,000 tested, 0.16% active; AID 493160; inhibition, % at 20 µM;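 active means inhibition above about 35% when tested at 20 µM, limit read from the data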;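 further: plate controls were DMSO wells with enzyme for no effect and DMSO wells lacking enzyme for full effect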
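Material: recombinant HKDC1 hexokinase; Amount: HKDC1 at 5 µg/mL; Medium: Tris pH 8.0 buffer with MgCl2, Tween-20, BSA, BME; Schedule: 90 min reaction incubation at room temperature, dark; Technique: coupled resazurin fluorescence, excitation 525 nm, emission 613 nm.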
SENP8 block-2: blocks the human protease SENP8. AID 2540. Q96LD8. purified SENP8, Z-RLRGG-aminoluciferin cleavage, luminescence. 330,000 tested, 1.2% active. inhibition, % at 10 µM; in the data active means inhibition above about 50%
SENP1 inh: inhibitors of human SENP1 SUMO protease catalytic domain; 360,000 tested, 0.21% active; inhibition, % at 10 µM; recombinant SENP1 catalytic domain, CyPet-SUMO1-YPet FRET cleavage; Q9P0U3;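 active means inhibition at least 30% at 10 µM, raw YFP signal under a set limit, fluorescence ratio 0.5 to 1.5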;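 further: 0% = enzyme with DMSO and 100% = no enzyme wells; some results filed as inactive read as strong as hits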
Target sequence (Q9P0U3 419-644 limits assumed): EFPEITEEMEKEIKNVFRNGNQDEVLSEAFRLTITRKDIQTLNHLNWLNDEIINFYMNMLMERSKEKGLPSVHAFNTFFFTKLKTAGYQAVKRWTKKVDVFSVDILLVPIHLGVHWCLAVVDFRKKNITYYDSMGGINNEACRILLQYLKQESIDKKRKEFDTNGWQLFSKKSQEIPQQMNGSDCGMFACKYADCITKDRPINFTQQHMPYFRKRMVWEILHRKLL
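system = hSENP1 catalytic domain, recombinant | reagent = SFCypet-SUMO1-SFYpet substrate at 25 nM | doses = one dose per compound, 10 µM, 0.5% DMSO | incubation = enzyme reaction for 50 min at room temperature, dark | measured by = FRET, CFP and YFP emission | controls = no-enzyme low, enzyme-DMSO high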
NALP3 yeast inh: blocks the NALP3 inflammasome reconstituted in yeast | Yeast reconstituted NLRP3/ASC/caspase-1, beta-gal luminescence, 24 h | 330,000 tested, 0.39% active | inhibition, % at 10 µM;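 active means inhibition of 50% or more; inactive means inhibition below 50%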;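 further: plate controls were induced DMSO wells for no effect and uninduced yeast grown without galactose for full effect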
PfG6PD inh: PfG6PD (Plasmodium falciparum) enzyme inhibition. PfGluPho enzyme, NADPH resazurin-diaphorase fluorescence. inhibition, % at 20 µM. 350,000 tested, 0.78% active. AID 504690;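 active means inhibition reaching at least a set limit at 20 µM in the primary screen, cut at about 59% in these data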;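 further: 0% = DMSO wells with substrate and 100% = DMSO wells lacking glucose-6-phosphate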
Active calls of the source: *; / = not tested or not shown. No enrichment for hits; any-hit rate near 4.1%.

SMILES	SENP7 inh	SENP6 inh	Apaf-1 inh	SENP8 block-1	HKDC1 inhibitor	SENP8 block-2	SENP1 inh	NALP3 yeast inh	PfG6PD inh
CC1CCCN(C(=O)c2cc(-c3cccs3)nc3ccccc23)C1 (stereo unspecified)	9	-8	8	-452	7	-5	4	12	-14
O=C(CSc1nnc2ccc(-c3ccccn3)nn12)Nc1ccccc1F	-2	3	-3	-66	-2	-8	-1	5	37
Cc1cc(N2CCOCC2)nc2ccc(NC(=S)NCCC(C)C)cc12	-2	13	28	-289	12	-4	-31	11	1
CCN(C(=O)CSc1nnc2ccccn12)C1CCS(=O)(=O)C1 (stereo unspecified)	6	7	-2	0	-9	2	1	7	-23
CC(=O)c1ccc(NS(=O)(=O)c2ccc3c(c2)N(C)CCO3)cc1	3	-2	10	12	-3	3	-2	3	8
O=C(Cn1cnc([N+](=O)[O-])c1)Nc1ccccc1C(F)(F)F	-16	-11	5	29	-4	-10	3	15	19
COC(=O)[C@@]12CCCCN1[C@H](c1ccc(-c3cccc(Cl)c3)c(OC)c1)[C@H]1C(=O)N(C)C(=O)[C@H]12	2	-17	16	7	11	-4	-2	1	19
COc1cc(=O)[nH]c(SCC(=O)Nc2ccc3ccccc3c2)n1	-4	-15	2	12	-1	3	1	21	-31
O=C(c1ccccc1)c1nn(-c2ccccc2)c(=O)cc1C(F)(F)F	0	-22	2	-6	11	-2	1	10	-16
Cc1ccc(NC(=O)CSc2ccc3nnc(-c4ccccn4)n3n2)cc1	-6	-2	-1	-4	-10	-7	-1	10	5
Cc1onc(-c2ccccc2)c1C(=O)NC(=S)NNC(=O)c1cccnc1	8	-1	4	0	-11	3	2	12	-9
COc1ccccc1N(C(=O)c1cncc(Br)c1)c1nc(-c2ccc(C)cc2)cs1	-5	11	13	-5	-18	6	-1	-12	14
CCNCC(=O)Nc1ccc(N2CCOCC2)cc1	0	-17	-16	8	-3	0	1	18	-11
Cc1cc(C)n2nc(C(=O)NNC(=O)c3ccc(Cl)cc3)nc2n1	-3	-15	-1	0	1	1	3	4	16
CC(C)(C)c1c(Cl)c(O)c(-c2ccccc2)c(=O)n1-c1ccccc1	4	1	2	18	36*	2	2	23	-22
CNCc1c(OCc2ccccc2F)ccc2ccccc12	7	-41	14	7	6	-1	0	11	-9
CC(=O)Oc1ccc(C(=O)Nc2nccs2)cc1	14	6	1	7	2	16	-1	9	-2
Cc1ccc(/C=C/S(=O)(=O)NCC(=O)OCC(=O)Nc2c(F)cccc2F)cc1	-1	-11	8	13	-3	1	-1	8	-8
O=C(CN1C(=O)CSCC1=O)NCc1ccc(F)cc1	-2	-4	-3	16	-6	-11	2	0	-6
Cc1cc([N+](=O)[O-])cc([N+](=O)[O-])c1NCC(C)C	9	-8	10	38	-9	1	2	-15	33
CCC1(c2ccccc2)C(=O)N(C(=O)OC(C)(C)C)N1C(=O)OC(C)(C)C (stereo unspecified)	-7	-12	5	15	0	-2	2	9	7
CCCC(=O)NCC(c1cccs1)S(=O)(=O)c1ccc(C)cc1 (stereo unspecified)	10	-5	1	8	-4	-11	2	15	-6
O=C(COC(=O)c1ccc(F)c(S(=O)(=O)N2CCOCC2)c1)NCc1ccc(Cl)cc1	-5	0	1	6	4	4	2	11	-8
Cc1oc(C)c(S(=O)(=O)NCc2cccs2)c1C(=O)O	-1	-8	-27	12	-4	-1	2	3	-9
COc1cccc(OC)c1C(=O)OCC(=O)NCc1ccco1	1	14	-13	8	-4	7	0	14	13
COc1ccc(/C=C/C(=O)c2cc(F)ccc2OC(=O)c2ccc(OC)c(OC)c2)cc1OC	-2	-9	-8	-65	3	4	-9	15	14
O=C(CN1CCN(CC(=O)Nc2ccccc2C(F)(F)F)CC1)Nc1ccccc1F	9	-6	5	17	-5	3	-1	17	7
CCOC(=O)c1ccccc1NC1c2ccccc2C(=O)N1c1ccc(C)cn1 (stereo unspecified)	-7	11	18	-434	3	11	2	13	50
CC(=O)Nc1ccc(C(=O)OC2CCCCC2=O)cc1 (stereo unspecified)	6	-7	4	7	-6	0	6	-7	9
COc1ccc(NC(=S)NC2CCCC2)c(OC)c1	4	19	0	4	-4	4	2	5	-12
O=C(NCCC(=O)N1CCN(c2ncccn2)CC1)c1ccccc1Cl	-8	11	0	-5	0	-6	1	16	-1
COc1ccccc1N1CCN(C(=O)Nc2cccc(Cl)c2)CC1	-3	3	-9	14	-1	-13	0	17	-11
O=S(=O)(NCC(c1ccc2c(c1)OCO2)N1CCOCC1)c1ccccc1 (stereo unspecified)	-1	-31	-7	16	4	-4	0	11	-17
Clc1ccc(-c2cn3cc(Br)ccc3n2)cc1Cl	28	63*	9	-13	0	59*	1	28	48
O=C1CC(=O)N(Cc2ccco2)C(=O)N1	8	-29	9	5	12	2	-25	-12	4
Cc1nnc(SCC(=O)Nc2ccc(F)cc2)n(N)c1=O	-2	-9	13	-5	-5	1	2	4	14
CCCC(=O)NCc1ccc2c(c1)cc(C)n2C	-1	-4	-1	-38	-1	-8	-1	15	3
O=C(CN1CCCCC1)NCC1(c2ccccc2)CCCC1	0	11	-3	3	-1	5	-2	17	-8
CC(=O)Nc1ccc(NC(=O)C(C)n2nc([N+](=O)[O-])c(Br)c2C)cc1 (stereo unspecified)	-3	-11	-12	7	8	13	3	31	-3
C=C[C@@H]1c2cc(C)ccc2N(S(=O)(=O)c2ccc(C)cc2)[C@H](c2ccccc2C(F)(F)F)C1(C#N)C#N	-9	-23	14	8	2	-11	1	-15	-1
C/C(Cn1cnc([N+](=O)[O-])n1)=N\NC(=O)c1ccncc1	-5	-9	2	33	-3	-11	6	2	2
CCOC(=O)C1CCN(S(=O)(=O)c2ccc3c(c2)CCN3C(=O)C2CCC2)CC1	0	3	14	9	-3	-6	-1	14	16
CC1CN(c2ccc(NS(=O)(=O)c3ccccc3)cc2C(=O)O)CC(C)O1 (stereo unspecified)	3	-6	-26	14	-5	6	2	0	20
O=C(CCC1CCCC1)NCCS(=O)(=O)N1CCN(c2ccc(F)cc2)CC1	-15	-7	17	8	-4	-10	0	15	-6
CC1=C([N+](=O)[O-])C(c2ccccc2C(F)(F)F)NC(=O)N1C (stereo unspecified)	-12	-17	-3	11	-3	-8	1	5	-16
CCOc1ccc(NC(=O)CCC(=O)OC)cc1	-10	-2	-5	13	-1	-12	1	16	-11
CC(C)(C)c1ccc(CN2C(=O)c3ccccc3S2(=O)=O)cc1	6	1	22	11	2	3	1	33	-4
O=C(CSc1ncnc2c1nnn2Cc1ccc(F)cc1)NC1CCCC1	7	-6	1	20	-6	-8	2	-3	17
OCCC1CN(Cc2cccc3nonc23)CCN1Cc1ccsc1 (stereo unspecified)	-9	-5	-6	18	2	-10	3	2	-10
O=C(N/N=C/c1ccco1)c1ccc(NC(=O)C2CC2)cc1	-13	3	8	-21	-5	-4	1	-3	-1
CCOC(=O)C1=CNS(=O)(=O)NC1c1ccc(C)cc1 (stereo unspecified)	4	/	8	-17	9	/	4	/	17
Cc1ccc2oc(=O)c3cc(C(=O)N4CCN(C(=O)c5ccco5)CC4)sc3c2c1	-2	-6	5	/	/	-8	/	7	/
COc1ccc(CNC(=O)CCN2C(=O)c3ccccc3S2(=O)=O)cc1	1	-6	-1	3	-5	10	0	-4	2
CCN1C(=O)/C(=C2/C=Cc3cc(C)ccc3N2CC)N(C)C1=S	10	18	-32	-6	-10	8	-1	15	37
O=C(COC(=O)c1cccnc1Cl)Nc1cccc(S(=O)(=O)N2CCCCC2)c1	-3	-1	20	-5	12	9	4	6	10
NC(=O)C1CCN(CCCNC2CC(=O)N(Cc3ccc(N4CCCC4=O)cc3)C2=O)CC1 (stereo unspecified)	-5	7	-4	8	1	-4	-1	19	-16
CC(C)CCN(CC(=O)NCc1ccc(F)cc1)S(=O)(=O)c1ccccc1F	5	3	21	14	1	5	2	5	-6
O=C(CCC1CCCCC1)NC1CCCCC1	2	-15	-1	5	-5	2	3	22	0
CCOCCCNC(=O)CN1C(=O)NC(Cc2c[nH]c3ccccc23)C1=O (stereo unspecified)	5	-3	2	26	-3	9	-3	3	-7
CN(C)S(=O)(=O)c1ccc(C(=O)NCC2(N3CCOCC3)CCCCC2)cc1	2	-17	-5	5	-3	-6	2	13	2

Record cards, as listed above.
`CC1=C([N+](=O)[O-])C(c2ccccc2C(F)(F)F)NC(=O)N1C` (stereo unspecified) is listed as SENP7 inh: -12; SENP6 inh: -17; Apaf-1 inh: -3; SENP8 block-1: 11; HKDC1 inhibitor: -3; SENP8 block-2: -8; SENP1 inh: 1; NALP3 yeast inh: 5; PfG6PD inh: -16
`CCN1C(=O)/C(=C2/C=Cc3cc(C)ccc3N2CC)N(C)C1=S` is listed as SENP7 inh: 10; SENP6 inh: 18; Apaf-1 inh: -32; SENP8 block-1: -6; HKDC1 inhibitor: -10; SENP8 block-2: 8; SENP1 inh: -1; NALP3 yeast inh: 15; PfG6PD inh: 37
`CC(C)CCN(CC(=O)NCc1ccc(F)cc1)S(=O)(=O)c1ccccc1F` is listed as SENP7 inh: 5; SENP6 inh: 3; Apaf-1 inh: 21; SENP8 block-1: 14; HKDC1 inhibitor: 1; SENP8 block-2: 5; SENP1 inh: 2; NALP3 yeast inh: 5; PfG6PD inh: -6

Later entries:
SMILES	SENP7 inh	SENP6 inh	Apaf-1 inh	SENP8 block-1	HKDC1 inhibitor	SENP8 block-2	SENP1 inh	NALP3 yeast inh	PfG6PD inh
Cc1nnc(C)n1/N=C/c1ccc(-c2ccccc2Cl)o1	1	-4	12	0	-4	-7	2	20	-2
COC(=O)c1cc(=O)n(Cc2ccc3c(c2)OCO3)c(=Nc2ccc(F)cc2)s1	1	-13	14	6	10	3	4	-22	11
Nn1c(COc2ccccc2)nc2ccccc2c1=O	3	-13	-10	-4	-5	2	1	24	-6
CC(C)(O[C@@H]1O[C@H](CO)[C@@H](O)[C@H](O)[C@H]1O)[C@@H]1CC=C(C(=O)O)CC1	7	-8	3	14	-5	3	-2	-1	-8
CC1(C)SC2c3ccccc3C(=O)N2[C@@H]1C(=O)NCCCN1CCOCC1 (stereo partly specified)	0	-17	-1	24	-5	-7	-2	13	17
CCN(CC)S(=O)(=O)c1ccc(N2CCCC2)c(NS(=O)(=O)c2ccc([N+](=O)[O-])cc2)c1	9	-2	14	30	17	1	1	23	0
Cn1c(N)c(C(=O)CSc2nnc(-c3ccccc3F)n2C2CC2)c(=O)n(C)c1=O	-2	-1	-10	19	-1	0	0	12	2
O=C(COc1cccnc1[N+](=O)[O-])Nc1cc(S(=O)(=O)N2CCCCC2)ccc1Cl	9	-12	-11	13	1	1	1	1	-14
CCS(=O)(=O)c1ccc2c(c1)N(S(=O)(=O)c1cccs1)CC(C(=O)O)O2 (stereo unspecified)	7	-16	14	-5	-4	7	1	6	-7
COc1ccc(C2N(c3ccccc3)CCN2c2ccccc2)cc1O	7	-2	24	3	5	2	1	11	-11
C=CCNC(=O)c1onc(CSc2ccc(C(C)C)cc2)c1C(=O)O	4	-16	3	18	4	-16	0	23	-17
Cc1cccc(NC(=O)CCS(=O)(=O)c2cc3c(cc2Cl)NC(=O)CO3)c1	-4	6	-16	8	-1	5	0	6	14
